Bioassay records: PubChem BioAssay, several laboratories
NR2E3 ag-1: activates human NR2E3 receptor. Q9Y5X4. AID 602229. 360,000 tested, 0.35% active. CHO-S Gal4-NCOR/VP16-NR2E3 two-hybrid, luciferase. inhibition of corepressor binding, % at 3.98 µM;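 active = inhibition above the mean of all tested compounds plus 3 SD, cut at about 70% in these data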;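 note: 0% = DMSO with NR2E3 transfected cells and 100% = cells lacking NR2E3 construct; higher means lower luciferase signal from less NR2E3 corepressor binding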
Target sequence (Q9Y5X4 whole entry, looked up, the tested form may be a part): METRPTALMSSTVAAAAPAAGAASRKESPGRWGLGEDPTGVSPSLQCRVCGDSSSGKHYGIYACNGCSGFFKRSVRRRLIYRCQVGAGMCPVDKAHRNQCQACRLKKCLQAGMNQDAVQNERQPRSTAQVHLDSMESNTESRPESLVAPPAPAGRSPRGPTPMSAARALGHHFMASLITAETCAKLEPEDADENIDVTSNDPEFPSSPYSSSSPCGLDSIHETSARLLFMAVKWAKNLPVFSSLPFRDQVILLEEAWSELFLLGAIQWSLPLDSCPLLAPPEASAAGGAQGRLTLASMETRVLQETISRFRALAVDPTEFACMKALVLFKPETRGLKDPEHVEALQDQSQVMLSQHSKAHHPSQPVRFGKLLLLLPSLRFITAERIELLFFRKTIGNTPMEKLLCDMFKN
HIF-2a block: inhibitors of HIF-2a | inhibition, % at 18.8 µM | AID 624352 | 360,000 tested, 0.72% active | 786-0 RCC cells HIF-2a reporter, luciferase luminescence, overnight;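 active = inhibition of the luminescence signal of 40% or more relative to plate controls, in a single-dose primary screen at 18.75 µM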
TRAIL sens C8: sensitizes caspase-8 expressing cells to TRAIL; 360,000 tested, 1% active; NB7+C8 cells + TRAIL, ATPlite viability luminescence; inhibition (viability loss, TRAIL sensitization), % at 10 µM;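 active = compounds causing at least 50% loss of cell viability in the single-dose screen, relative to plate controls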
iPSC survival up: enhancers of human iPSC single-cell survival | hiPSC single-cell survival, ATPlite luminescence; 100% = ROCK inhibitor wells, 0% = DMSO | AID 602274 | survival enhancement, % at 20 µM | 360,000 tested, 0.044% active; in the data active = survival enhancement above about 18%;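 note: cells exposed to compounds for 16 hours before the ATP read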
TRPM1 prom inh: reduces MITF-dependent TRPM1 promoter luciferase signal; SK-MEL-5 TRPM1 promoter luciferase, 24 h; AID 488899; 330,000 tested, 0.83% active; inhibition, % at 12.5 µM;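 active = mean inhibition across replicates of 60% or more, whatever share of single replicates reaches that level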; note: values of inactives mirror those of a sister screen read the other way
KKLEB tox: reduces viability of KKLEB cystic fibrosis airway cells; KKLEB CF airway cells viability, ATPlite luminescence, overnight; stronger effect = lower value; cells stimulated with P. aeruginosa culture filtrate; AID 602141; 360,000 tested, 0.36% active; activity change (cytotoxicity), % at 5 µM;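 active = corrected activity change at or below -50% at 5 µM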
EBV LMP1 NFkB: Epstein-Barr LMP1 NF-kappaB reporter inhibition; LMP1-induced NF-kappaB luciferase reporter cells, luminescence; inhibition, % at 12.5 µM; 350,000 tested, 0.69% active; in the data active = inhibition above about 41%;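 note: 0% = neutral control wells and 100% = reference inhibitor control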
Shn3 inh set2: Schnurri-3 reporter inhibition in Clone20 osteoblasts; 360,000 tested, 0.52% active; AID 588674; Clone20 osteoblast Shn3 3'UTR firefly luciferase, 24 h; inhibition, % at 12.5 µM;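 active = mean inhibition of at least 75% with every replicate also reaching 75%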;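 note: 0% = median of neutral control wells and 100% = pilot-screen positive control compound; some compounds past the cut are filed as inactive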
NR2E3 ag-2: NR2E3 (human) agonism. GST-NR2E3/biotin-RetCOR TR-FRET, 1536-well. AID 2300. inhibition of corepressor binding, % at 4.78 µM. Q9Y5X4. 320,000 tested, 0.12% active;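 active = percent inhibition above the cutoff of mean plus 3 SD of all tested compounds, set per screening campaign, cut at about 20% in these data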;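 note: 0% = DMSO wells and 100% = biotin wells as full block of FRET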
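Material: NR2E3–RetCOR corepressor complex / Incubation: Compound–protein incubation for 5 h at 4 °C / Dosing: compound at 4.8 µM, single dose / Detection: time-resolved FRET / Benchmarks: high control biotin, low control 0.6% DMSO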
CF NFkB inh: inhibitors of cystic fibrosis induced NF-kB. KKLEB NF-kB-GFP reporter, PAF-induced, GFP fluorescence overnight. inhibition, % at 5 µM. 360,000 tested, 0.86% active. AID 588850;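 active = at least 50% inhibition at 5 µM, scaled per plate between neutral and stimulator controls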;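 note: PAF is a Pseudomonas aeruginosa culture filtrate used as stimulus; plate controls were PAF-stimulated DMSO wells for no effect and unstimulated DMSO wells for full effect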
Peg3 promoter: Peg3 promoter activity inhibition. HeLa PEG-Prom luciferase reporter, luminescence, overnight. inhibition, % at 20 µM. 360,000 tested, 1.7% active. AID 588405;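 active = inhibition of at least 50% at 20 µM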
The depositor's hits bear a star; nt = not tested or not shown. Some of the compounds tested (hit frequency here may not be typical).

SMILES	NR2E3 ag-1	HIF-2a block	TRAIL sens C8	iPSC survival up	TRPM1 prom inh	KKLEB tox	EBV LMP1 NFkB	Shn3 inh set2	NR2E3 ag-2	CF NFkB inh	Peg3 promoter
C=Cn1nc(C)c2ccccc2c1=O	-25	6	1	4.7	3	6	0	-8	-3	10	-28
COCCCNC(=S)N/N=C/c1ccc(O)cc1O	8	2	-6	2.6	-3	4	5	0	2	0	-18
O=c1c2cc(F)ccc2sn1-c1ccccc1Cl	-2	-1	-10	-1.8	nt	-10	6	29	nt	51*	24
CC1Sc2ccc(C(=O)NCc3ccccn3)cc2NC1=O (stereo not given)	9	-59	31	-1.0	10	13	-9	22	4	-32	-76
CCCC(C)C(=O)Nc1ccc(Cl)cn1 (stereo not given)	-16	-42	21	-2.2	-1	7	-5	-34	0	8	-24
CC(=O)c1cccc(NC(=O)C(C)Sc2nnc3ccccn23)c1 (stereo not given)	2	-2	-14	-2.8	nt	-1	4	9	nt	-15	4
CCNC(=O)C1(C)CCCN(C(=O)c2cc(-c3cccs3)oc2C)C1 (stereo not given)	27	-8	0	-1.6	nt	-11	nt	-35	nt	24	1
COc1ccccc1C(c1nnnn1Cc1ccccc1)N1CCN(c2nc3ccccc3s2)CC1 (stereo not given)	-27	4	3	-0.3	-5	11	9	15	0	-5	8
C=CCn1c(SCC(=O)c2c(N)n(C3CC3)c(=O)[nH]c2=O)nnc1-c1ccoc1C	-30	15	-10	-0.5	5	27	-2	-16	0	-21	21
CN(c1ccccc1)S(=O)(=O)c1cccc(NC(=O)C2=NN(c3ccccc3)C(=O)CC2)c1	-6	28	7	-0.4	31	3	11	54	nt	-6	35

Next section, overlapping the part above by 2 compounds.
SMILES	NR2E3 ag-1	HIF-2a block	TRAIL sens C8	iPSC survival up	TRPM1 prom inh	KKLEB tox	EBV LMP1 NFkB	Shn3 inh set2	NR2E3 ag-2	CF NFkB inh	Peg3 promoter
C=CCn1c(SCC(=O)c2c(N)n(C3CC3)c(=O)[nH]c2=O)nnc1-c1ccoc1C	-30	15	-10	-0.5	5	27	-2	-16	0	-21	21
CN(c1ccccc1)S(=O)(=O)c1cccc(NC(=O)C2=NN(c3ccccc3)C(=O)CC2)c1	-6	28	7	-0.4	31	3	11	54	nt	-6	35
CC1CCC(CN2C(Nc3ccccc3)=NC[C@@H]2Cc2ccccc2)CC1 (stereo not given in full)	-12	8	21	-1.5	-13	5	6	17	nt	-12	15
O=c1c2cnn(-c3ccccc3)c2ncn1Cc1ccccc1	4	-38	-3	-2.2	-8	-3	-16	-5	2	-7	-7
Cc1ccc(Cn2ccc(NC(=O)c3cc(-c4cccc(Cl)c4)on3)n2)cc1	8	-32	9	-1.1	3	-9	23	19	0	24	2
CCCCCCOc1ccc(N2C(=O)CC(N3CCC(C(=O)OCC)CC3)C2=O)cc1 (stereo not given)	2	0	2	2.3	2	2	-10	51	2	14	7
CCOC(=O)CNC(=O)CSc1nnc(Cn2c(=O)sc3ccccc32)n1C	-20	-1	-5	-0.6	-1	-7	1	-6	0	12	-1
CCN(CC)S(=O)(=O)c1ccc(OC)c(NC(=O)c2ccc(N3CCCC3=O)cc2)c1	12	1	0	-0.5	8	-34	3	-11	5	-21	3
O=C(NCc1ccc(Cl)cc1)c1cccc(NC2=NC3CS(=O)(=O)CC3S2)c1 (stereo not given)	-21	14	-3	0.4	nt	0	8	-4	1	7	12
CCc1ccc(S(=O)(=O)N/N=C\c2ccc3c(c2)OCO3)cc1	10	2	1	-0.4	-8	-10	-2	23	4	18	-21
N#Cc1nc(COc2ccc(F)cc2)oc1N1CCN(Cc2ccccc2)CC1	-3	19	13	2.3	-2	0	15	7	2	9	13
O=C(NCCCn1ccnc1)c1[nH]c(C(F)(F)F)nc1-c1ccccc1	12	3	-5	2.8	nt	-5	nt	3	nt	-6	-4

Looked up above.
O=c1c2cnn(-c3ccccc3)c2ncn1Cc1ccccc1 | HIF-2a block: -38
CCOC(=O)CNC(=O)CSc1nnc(Cn2c(=O)sc3ccccc32)n1C | TRAIL sens C8: -5

Continuation:
SMILES	NR2E3 ag-1	HIF-2a block	TRAIL sens C8	iPSC survival up	TRPM1 prom inh	KKLEB tox	EBV LMP1 NFkB	Shn3 inh set2	NR2E3 ag-2	CF NFkB inh	Peg3 promoter
O=C(NCCC(=O)N1CCC2(CC1)NCCc1[nH]cnc12)c1ccc(Br)cc1	-14	11	-3	0.2	1	1	2	1	-2	-9	5
CS(=O)(=O)Nc1ccccc1C(=O)Nc1ccccc1Cl	-8	10	-3	1.7	-26	4	2	-8	-2	2	5
FC(F)Oc1ccc(N=C2SCC3CCCCN23)cc1 (stereo not given)	-138	-261	0	0.4	-93	2	-35	-83	3	5	-405
Cc1cc([N+](=O)[O-])ccc1NC(=O)CCC(=O)N1CCCC1	17	9	-5	-0.4	16	21	-17	-79	1	-26	8

Grouped by structure: the compounds so far containing two or more sulfur atoms.
SMILES	NR2E3 ag-1	HIF-2a block	TRAIL sens C8	iPSC survival up	TRPM1 prom inh	KKLEB tox	EBV LMP1 NFkB	Shn3 inh set2	NR2E3 ag-2	CF NFkB inh	Peg3 promoter
CCOC(=O)CNC(=O)CSc1nnc(Cn2c(=O)sc3ccccc32)n1C	-20	-1	-5	-0.6	-1	-7	1	-6	0	12	-1
O=C(NCc1ccc(Cl)cc1)c1cccc(NC2=NC3CS(=O)(=O)CC3S2)c1 (stereo not given)	-21	14	-3	0.4	nt	0	8	-4	1	7	12

Three records picked at random from those above, as already listed:
SMILES	NR2E3 ag-1	HIF-2a block	TRAIL sens C8	iPSC survival up	TRPM1 prom inh	KKLEB tox	EBV LMP1 NFkB	Shn3 inh set2	NR2E3 ag-2	CF NFkB inh	Peg3 promoter
CCNC(=O)C1(C)CCCN(C(=O)c2cc(-c3cccs3)oc2C)C1 (stereo not given)	27	-8	0	-1.6	nt	-11	nt	-35	nt	24	1
Cc1cc([N+](=O)[O-])ccc1NC(=O)CCC(=O)N1CCCC1	17	9	-5	-0.4	16	21	-17	-79	1	-26	8
O=C(NCc1ccc(Cl)cc1)c1cccc(NC2=NC3CS(=O)(=O)CC3S2)c1 (stereo not given)	-21	14	-3	0.4	nt	0	8	-4	1	7	12
